AMPAR-TARP mod = GluA2-stargazin AMPA receptor complex modulation; calls only at 30 µM; HEK293 GluA2+stargazin, membrane potential dye (FDSS), glutamate EC50; hits were called plate by plate, in both directions; 3.5% of 40,000 active; AID 1259245; O88602+P19491;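 active = any of four per-well response measures lying three or more SD from its plate-wide compound average, in either direction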
Target sequence (O88602 whole entry, looked up): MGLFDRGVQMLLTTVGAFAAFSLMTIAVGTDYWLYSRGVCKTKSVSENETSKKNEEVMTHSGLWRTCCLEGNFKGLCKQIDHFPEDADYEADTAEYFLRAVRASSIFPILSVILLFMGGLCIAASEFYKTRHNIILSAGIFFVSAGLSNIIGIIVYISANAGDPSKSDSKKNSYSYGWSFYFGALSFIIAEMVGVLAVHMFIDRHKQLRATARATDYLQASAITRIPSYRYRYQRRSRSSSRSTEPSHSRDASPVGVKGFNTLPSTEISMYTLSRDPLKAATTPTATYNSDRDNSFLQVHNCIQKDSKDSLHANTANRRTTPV
Target sequence (P19491 whole entry, looked up): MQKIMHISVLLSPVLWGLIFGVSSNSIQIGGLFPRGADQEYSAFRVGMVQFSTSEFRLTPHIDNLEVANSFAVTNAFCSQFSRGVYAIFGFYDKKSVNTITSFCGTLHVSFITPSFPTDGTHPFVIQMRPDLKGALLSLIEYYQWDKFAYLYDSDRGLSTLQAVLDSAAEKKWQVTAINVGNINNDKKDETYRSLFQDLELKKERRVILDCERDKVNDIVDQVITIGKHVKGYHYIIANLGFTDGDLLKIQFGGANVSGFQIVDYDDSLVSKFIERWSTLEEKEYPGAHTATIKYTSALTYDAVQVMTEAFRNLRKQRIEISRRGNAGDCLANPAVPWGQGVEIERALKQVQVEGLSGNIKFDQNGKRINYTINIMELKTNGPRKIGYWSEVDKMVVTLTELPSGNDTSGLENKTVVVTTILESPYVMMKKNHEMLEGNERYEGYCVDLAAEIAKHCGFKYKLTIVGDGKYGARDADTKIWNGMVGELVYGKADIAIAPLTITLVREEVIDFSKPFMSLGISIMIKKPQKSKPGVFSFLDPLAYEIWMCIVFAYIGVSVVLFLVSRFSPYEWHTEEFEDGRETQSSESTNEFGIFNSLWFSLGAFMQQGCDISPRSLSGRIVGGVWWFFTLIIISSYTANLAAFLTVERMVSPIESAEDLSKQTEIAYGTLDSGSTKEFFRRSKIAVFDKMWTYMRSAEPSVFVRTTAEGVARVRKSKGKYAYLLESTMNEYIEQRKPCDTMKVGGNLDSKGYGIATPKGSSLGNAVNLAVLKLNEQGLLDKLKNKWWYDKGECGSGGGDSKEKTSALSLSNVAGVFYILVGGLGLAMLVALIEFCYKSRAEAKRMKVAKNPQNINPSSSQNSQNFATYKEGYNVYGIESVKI
AMPAR-TARP mod agonism max-min = recorded beside AMPAR-TARP mod, whose call it bears; compound max-min signal; compound-alone response (agonism);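 unitless range of fluorescence divided by baseline over first 100 seconds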
AMPAR-TARP mod glutamate slope = second read-out of AMPAR-TARP mod, no call of its own (marks repeat the call); glutamate slope, % of max; measured here: glutamate response slope, % max;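 scaled per plate between vehicle wells and maximal 1 mM glutamate control wells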
An asterisk follows results filed as active; i = inactive; + = active, no number; & = joins results of further samples.

The first six records, to show the layout:
# | AMPAR-TARP mod glutamate slope | AMPAR-TARP mod agonism max-min | AMPAR-TARP mod | mol
1 | 31 | 0.045 | i | CCOc1ccccc1C(=O)NCC1CCN(Cc2ccccn2)CC1
2 | 50 | 0.08 | i | COc1ccc(CNC(=O)C(=O)Nc2ccc3c(c2)CCCN3C(=O)c2cccs2)cc1
3 | 38 | 0.068 | i | C=CCSc1nc(N2CCOCC2)c2c(c1C#N)CC(C)(C)OC2
4 | 45 | 0.26 | i | O=S(=O)(NCCNc1ccc(Nc2ccccn2)nn1)c1cccc(Cl)c1
5 | 63 | 0.083 | i | O=C(NCC1CCN(C(=O)COc2ccccc2)CC1)c1ccc(Cl)s1
6 | 53* | 0.052* | + | O=C(NCC1CCN(C(=O)c2cc3ccccc3o2)CC1)c1cc(-c2ccccc2)on1

The list itself, previewed entries included:
# | AMPAR-TARP mod glutamate slope | AMPAR-TARP mod agonism max-min | AMPAR-TARP mod | mol
1 | 31 | 0.045 | i | CCOc1ccccc1C(=O)NCC1CCN(Cc2ccccn2)CC1
2 | 50 | 0.08 | i | COc1ccc(CNC(=O)C(=O)Nc2ccc3c(c2)CCCN3C(=O)c2cccs2)cc1
3 | 38 | 0.068 | i | C=CCSc1nc(N2CCOCC2)c2c(c1C#N)CC(C)(C)OC2
4 | 45 | 0.26 | i | O=S(=O)(NCCNc1ccc(Nc2ccccn2)nn1)c1cccc(Cl)c1
5 | 63 | 0.083 | i | O=C(NCC1CCN(C(=O)COc2ccccc2)CC1)c1ccc(Cl)s1
6 | 53* | 0.052* | + | O=C(NCC1CCN(C(=O)c2cc3ccccc3o2)CC1)c1cc(-c2ccccc2)on1
7 | 62 | 0.13 | i | COCCNc1oc(-c2cccs2)nc1S(=O)(=O)c1ccccc1
8 | 58 | 0.1 | i | CS(=O)(=O)N1CCCCC1C(=O)N1CCCc2ccccc21 (centres undefined)
9 | 86 | 0.14 | i | Cc1cc(C)cc(NC(=O)C2CCN(c3cnc4ccccc4n3)CC2)c1
10 | 56 | 0.065 | i | COc1ccc(SCC(=O)N(CCN(C)C)c2nc3c(C)cccc3s2)cc1
11 | 54 | 0.075 | i | CSc1ccccc1CN1CCC(CN)CC1
12 | 59 | 0.2 | i | CCOc1ccc(Nc2cc(C)nc3c4c(C)cc(C)nc4nn23)cc1
13 | 49 | 0.06 | i | CCN(C(=O)NCc1ccccc1)C1CCCCC1
14 | 40 | 0.048 | i | COc1ccccc1CCNC(=O)Cc1cc(-c2cc3ccccc3o2)on1
15 | 60 | 0.11 | i | Cc1c(C(=O)NC2CCS(=O)(=O)C2)nnn1-c1ccccc1 (centres undefined)
16 | 34 | 0.082 | i | COc1ccc(S(=O)(=O)Nc2nc(C(=O)Nc3ccccc3OC)cs2)cc1
17 | 65* | 0.054* | + | O=C(NCC(O)(c1ccccc1)C(F)(F)F)C1c2ccccc2Oc2ccccc21 (centres undefined)
18 | 55 | 0.099 | i | Cc1cc(C)nc(Nc2nc(C(=O)NCc3ccc(OC(F)(F)F)cc3)cs2)n1
19 | 51 | 0.17 | i | COc1ccc(-c2ccc(C(=O)O)c(=O)[nH]2)cc1
20 | 36 | 0.052 | i | Cc1csc(C(=O)NCC2CCN(Cc3ccsc3)CC2)c1
21 | 47 | 0.12 | i | Cc1ccc2nc3c(cc(C(=O)NCCCN4CCOCC4)n3C)c(=O)n2c1
22 | 61 | 0.13 | i | Cc1ccc(C)c(Cn2c(=O)c3c(nc4n(CCN5CCOCC5)c(C)c(C)n34)n(C)c2=O)c1
23 | 46 | 0.068 | i | Cc1cc(C(F)(F)F)nc(/N=C(\N)Nc2ccc3ccccc3c2)n1
24 | 55 | 0.064 | i | COc1ccccc1CNC(=O)Cn1c(C)cc(C)c(-c2nc(-c3ccc(C)cc3)no2)c1=O
25 | 42 | 0.099 | i | Cc1cc(C)n(CC(=O)NCCOc2ccc(F)cc2)n1
26 | 64 | 0.13 | i | Cc1nn(C2CCS(=O)(=O)C2)c(C)c1CC(=O)N1CCn2c1nc1ccccc12 (centres undefined)
27 | 63 | 0.14 | i | CC(C)N1CCc2c(sc(NC(=O)c3ccccc3)c2-c2nc3ccccc3s2)C1
28 | 56 | 0.11 | i | NC(=O)c1c(NC(=O)CS(=O)(=O)Cc2ccccc2)sc2c1CCCC2
29 | 69 | 0.15 | i | O=C(Oc1ccc2c(=O)c(-c3ccc4c(c3)OCCO4)coc2c1)N1CCOCC1
30 | 80 | 0.078 | i | COC(=O)c1ccc2c(=O)n(Cc3ccc(C(=O)NC4CCCCCC4)cc3)c(=S)[nH]c2c1
31 | 59 | 0.092 | i | Cc1ccc(-c2csc(SCc3ccc(C(=O)NC(C)C)o3)n2)c(C)c1
32 | 51 | 0.098 | i | COc1ccccc1NC(=O)C(C)Sc1nnnn1-c1ccc(Cl)cc1 (centres undefined)
33 | 54 | 0.075 | i | CCn1c(SCC(=O)Nc2c(C)cc(C)cc2C)nnc1-c1cn(C)nc1OC
34 | 57 | 0.1 | i | CC(C)c1nnc(C2CCN(S(=O)(=O)c3cccnc3)CC2)o1
35 | 38 | 0.036 | i | O=C(NCCS(=O)(=O)N1CCN(CCc2ccccc2)CC1)c1ccccc1F
36 | 88 | 0.095 | i | O=C(NCc1ccccc1)C(=O)Nc1ccc(Cl)c(N2CCCS2(=O)=O)c1
37 | 50 | 0.14 | i | COc1ccc(CNC(=O)N2CCN(Cc3nc(-c4ccco4)cs3)CC2)cc1OC
38 | -10 | 0.03 | i | COc1ccc(-c2ccc(=O)n(CCNS(=O)(=O)c3ccc(C)cc3C)n2)cc1
39 | 48 | 0.096 | i | NS(=O)(=O)c1ccc(NC(=O)Cn2cnc(-c3ccccc3)cc2=O)cc1
40 | 65 | 0.11 | i | O=C(Nc1cccc(N2CCCC2=O)c1)c1ccco1

The last 4 compounds of the part before come first, to join the parts.
# | AMPAR-TARP mod glutamate slope | AMPAR-TARP mod agonism max-min | AMPAR-TARP mod | mol
37 | 50 | 0.14 | i | COc1ccc(CNC(=O)N2CCN(Cc3nc(-c4ccco4)cs3)CC2)cc1OC
38 | -10 | 0.03 | i | COc1ccc(-c2ccc(=O)n(CCNS(=O)(=O)c3ccc(C)cc3C)n2)cc1
39 | 48 | 0.096 | i | NS(=O)(=O)c1ccc(NC(=O)Cn2cnc(-c3ccccc3)cc2=O)cc1
40 | 65 | 0.11 | i | O=C(Nc1cccc(N2CCCC2=O)c1)c1ccco1
41 | 70 | 0.069 | i | Cc1cccc(N2CCCn3c2nc2c3c(=O)n(CC(N)=O)c(=O)n2C)c1
42 | 23 | 0.034 | i | CCC(CC)C(=O)N1CCN(c2nccn2-c2ccccc2F)CC1
43 | 60 | 0.061 | i | O=C(c1nnn(-c2ccccc2)c1CSc1ncccn1)N1CCN(c2ccccc2F)CC1
44 | 50 | 0.081 | i | COCc1cnc2c(c1SCC(=O)Nc1ccc(C(N)=O)cc1)c(=O)n(C)c(=O)n2C
45 | 53 | 0.082 | i | CCOc1ccc(CC(=O)Nc2c3c(nn2C)CCC3)cc1
46 | 57 | 0.059 | i | O=C(Nc1ccc(Cl)cc1)c1cccc(Oc2ccccc2)c1
47 | 41 | 0.074 | i | CCCNC(=O)c1ccc2c(=O)n(CCc3ccccc3)c(SCC(=O)CC(=O)OC)nc2c1
48 | 29 | 0.041 | i | COc1ccc(C(=O)NCCCN2CCOC(c3ccccc3)C2)cc1 (centres undefined)
49 | 66 | 0.11 | i | O=C(Nc1onc2c1CSC2)c1cc(-c2ccco2)on1
50 | 34 | 0.035 | i | CN(C)C(CNS(=O)(=O)c1ccc2c(c1)OCCO2)c1ccc(F)cc1 (centres undefined)
51 | 17 | 0.031 | i | COc1ccc(CC(=O)N2CCN(c3ccc(-c4ccc(C)cc4C)nn3)CC2)cc1OC
52 | 65 | 0.22 | i | COc1ccc(OC)c2sc(N(CCN3CCOCC3)C(=O)c3cccs3)nc12
53 | 48* | 0.11* | + | C=CCN1CC(c2nc3ccccc3n2C(C)c2ccccc2)CC1=O (centres undefined)
54 | 71 | 0.15 | i | CC(=O)N1CCN(c2ccnc3c2c(=O)n(Cc2ccc(F)cc2)c(=O)n3C)CC1
55 | 64* | 0.12* | + | CCOC(=O)CN1C(=O)CN(C(=O)c2ccccc2)C1=S
56 | 57 | 0.1 | i | CCOC(=O)CNc1ncnc2c1nnn2CC
57 | 55 | 0.038 | i | CC(Oc1ccc2c(c1)OCO2)C(=O)NCCCn1nc(-c2ccccc2)ccc1=O (centres undefined)
58 | 54 | 0.04 | i | NCC(=O)N1CCOC(c2ccccc2)C1 (centres undefined)
59 | 57 | 0.088 | i | CCOc1cc(C)c(S(=O)(=O)N2CCCCCC2)cc1C(C)C
60 | 43&107 | 0.083&0.047 | i | COc1ccc(-n2nnc(C(=O)Nc3ncc(Cc4ccccc4)s3)c2C)cc1
61 | 39 | 0.07 | i | CC(=O)N1CCN(c2ccnc3c2c(=O)n(CC(=O)Nc2cccc(F)c2)c(=O)n3C)CC1
62 | 56 | 0.06 | i | O=C(C1COc2ccccc2O1)N(CCN1CCOCC1)c1nc2c(F)cccc2s1 (centres undefined)
63 | 59 | 0.075 | i | CCN(C(=O)Cn1c(C2CC(=O)N(Cc3ccc(F)cc3)C2)nc2ccccc21)c1ccccc1 (centres undefined)
64 | 37 | 0.031 | i | CCCN1C(=O)NC2(CCN(Cc3ccc(F)cc3)CC2)C1=O
65 | 49 | 0.071 | i | Cn1c(=O)c2c(nc(NCc3ccccc3)n2CC(N)=O)n(C)c1=O
66 | 35 | 0.051 | i | COc1ccc(-c2cc(C(F)(F)F)nc(SCCC(=O)Nc3cc(F)ccc3F)n2)cc1
67 | 66 | 0.1 | i | CCOc1cn(-c2ccc(F)cc2)nc1C(=O)NCc1ccc2c(c1)OCO2
68 | 100 | 0.098 | i | O=C(CN1C(=O)c2ccccc2C1=O)NCC1COC2(CCCCC2)O1 (centres undefined)
69 | 86 | 0.087 | i | CN(C)C(CNC(=O)C(=O)NC1CCCC1)c1ccco1 (centres undefined)
70 | 58 | 0.069 | i | Cn1cccc1C(CNC(=O)C(=O)NCCC1=CCCCC1)N1CCc2ccccc2C1 (centres undefined)
71 | 36 | 0.2 | i | O=S(=O)(NCC(O)c1ccc(C(F)(F)F)cc1)c1ccc2c(c1)CCCC2 (centres undefined)
72 | 57 | 0.058 | i | O=C1CN(Cc2ccccc2F)C2CS(=O)(=O)CC2N1c1cccc(Cl)c1 (centres undefined)
73 | 65 | 0.043 | i | CCOC(=O)C1CCCN(C(=O)Nc2cn(C)c3ccccc23)C1 (centres undefined)
74 | 58 | 0.1 | i | O=C(Nc1ccc2c(c1)N(C(=O)C1CC1)CC2)c1ccc(C(F)(F)F)cc1
75 | 57 | 0.12 | i | O=C(O)C1CCCN1c1nc(-c2ccccc2)nc2c1oc1ccccc12 (centres undefined)
76 | 55 | 0.076 | i | O=S(=O)(NC1(c2nc(-c3ccsc3)no2)CCCCC1)c1ccc2c(c1)OCCO2
77 | 39 | 0.068 | i | Cc1ccc(C)c(Cn2c(=O)c3c(nc4oc(-c5ccc(F)cc5)cn43)n(C)c2=O)c1
78 | 55 | 0.1 | i | CN(Cc1ccco1)S(=O)(=O)c1ccc(C(=O)Nc2ccc([N+](=O)[O-])cc2)cc1
79 | 29 | 0.12 | i | COc1ccccc1CCNC(=O)c1cc(-c2ccco2)nc2c1c(C)nn2C1CCS(=O)(=O)C1 (centres undefined)
80 | 79 | 0.11 | i | COc1ccc(F)cc1S(=O)(=O)Nc1ccc2c(c1)N(S(=O)(=O)c1ccccc1)CCC2
81 | 65 | 0.081 | i | O=C(NCC1CCN(C(=O)c2ccccc2F)CC1)C(=O)Nc1cccnc1
82 | 66* | 0.21* | + | COc1cc([N+](=O)[O-])cc2sc(NC(=O)CCCS(=O)(=O)c3ccccc3)nc12
83 | 60 | 0.048 | i | CCc1ccc(OC)c(S(=O)(=O)NCC(c2cccn2C)N2CCOCC2)c1 (centres undefined)
84 | 58 | 0.1 | i | Cc1ccc(NC(=O)Cn2c(=O)c(CNc3ccccc3)cc3cc4c(cc32)OCCO4)c(Cl)c1
85 | 53 | 0.12 | i | Cc1cc(C)n2ncc(C(=O)O)c2n1
86 | 60 | 0.036 | i | O=C(NCC1CCN(C(=O)c2ccccc2F)CC1)c1ccc(Cl)s1
87 | 50 | 0.054 | i | O=C(NCC#CCN1CCc2ccccc2C1)c1cccc2ccccc12
88 | 38 | 0.059 | i | CSc1ncccc1C(=O)Nc1ccc2c(c1)N(C(=O)C1CC1)CC2
89 | 53 | 0.045 | i | CCN1CCN(S(=O)(=O)c2ccc(Oc3ccccc3Cl)cc2)CC1
90 | 67 | 0.14 | i | CC(C)N1CCc2c(sc(NC(=O)c3ccc(C#N)cc3)c2-c2nc3ccccc3s2)C1
91 | 59 | 0.085 | i | CN1C(=O)N(C)C2(CCN(S(=O)(=O)c3cccs3)CC2)C1=O
92 | 56 | 0.041 | i | CC1(C)C(=O)NCCN1C(=O)Cc1ccc(S(C)(=O)=O)cc1
93 | 56 | 0.088 | i | Cc1cc2ncn(S(=O)(=O)N3CCOCC3)c2cc1C
94 | 56 | 0.15 | i | COc1ccc(C)c2sc(NC(=O)Cc3ccc(S(C)(=O)=O)cc3)nc12
95 | 71 | 0.14 | i | COc1ccc(/C=C2\Oc3cc(OC(=O)N4CCOCC4)ccc3C2=O)cc1OC
96 | 57 | 0.099 | i | C=C(C)Cn1c(=O)c2c(nc3n2CC(C)CN3c2ccc(Oc3ccccc3)cc2)n(C)c1=O (centres undefined)

(list continues)
# | AMPAR-TARP mod glutamate slope | AMPAR-TARP mod agonism max-min | AMPAR-TARP mod | mol
97 | 68 | 0.13 | i | CS(=O)(=O)c1ccccc1C(=O)N(CCN1CCOCC1)c1nc2c(F)cc(F)cc2s1
98 | 77 | 0.14 | i | CC(C)Oc1ccc(C(=O)Nc2ccc(-n3nnn(CC(N)=O)c3=O)cc2)cc1
99 | 48 | 0.11 | i | CC(C)Sc1ccc(CC(=O)N2CC3CC2C(=O)O3)cc1 (centres undefined)
100 | 50 | 0.054 | i | CCOc1ccc(NC(=O)Cn2cc(OC)c(=O)cc2CSc2nccc(C)n2)cc1
101 | 65 | 0.078 | i | COc1cc(C(=O)NCC(c2cccn2C)N2CCOCC2)cc(OC)c1OC (centres undefined)

Screening data from PubChem.

This is a subset; rates above refer to the full screens.
